LmPK inh: qHTS Assay for Inhibitors of Leishmania Mexicana Pyruvate Kinase (LmPK). Q27686. purified LmPK, Kinase-Glo ATP luminescence, 1 h. Potency, µM (series often up to 57.5 µM), inactives show top-dose activity change, negative = inhibition, hits mostly inhibitors. 0.37% of 290,000 active; also: potency is read from the fitted curve at half-maximal effect; % is scaled to controls: 0 for no effect and ±100 for the full control effect
Target sequence (Q27686 whole entry, looked up): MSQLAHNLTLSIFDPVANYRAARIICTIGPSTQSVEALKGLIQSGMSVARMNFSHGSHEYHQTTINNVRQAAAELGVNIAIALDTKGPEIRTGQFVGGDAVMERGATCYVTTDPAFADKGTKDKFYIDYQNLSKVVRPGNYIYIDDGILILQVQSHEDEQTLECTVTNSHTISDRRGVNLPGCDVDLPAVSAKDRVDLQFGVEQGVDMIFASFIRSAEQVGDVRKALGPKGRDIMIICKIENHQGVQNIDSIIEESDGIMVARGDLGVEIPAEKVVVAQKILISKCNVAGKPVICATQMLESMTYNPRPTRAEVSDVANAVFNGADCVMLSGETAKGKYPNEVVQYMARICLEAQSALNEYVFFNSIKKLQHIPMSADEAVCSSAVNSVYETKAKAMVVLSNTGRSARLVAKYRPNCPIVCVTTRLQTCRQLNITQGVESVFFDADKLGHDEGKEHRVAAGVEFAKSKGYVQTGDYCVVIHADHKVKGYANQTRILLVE
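In 50 mM imidazole pH 7.2 with 7 mM MgCl2, LmPK (0.1 nM) turned over PEP (0.5 mM) and ADP (0.1 mM) for 1 h at room temperature. Luciferase read-out of ATP.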
Pf growth 48h: Primary qHTS for delayed death inhibitors of the malarial parasite plastid, 48 hour incubation; P. falciparum luciferase growth in erythrocytes, 48 h; Potency, µM (titrated, usually from 28.7 µM), for inactives: at the top dose activity change, negative = inhibition, usual class: inhibitors; 5.9% of 310,000 active; also: potency is read from the fitted curve at half-maximal effect; % is scaled to controls: 0 for no effect and ±100 for the full control effect
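Parasite viability was followed by luminescence of a genomically integrated firefly luciferase. Cultures held 0.1% parasitemia at 2% hematocrit (final), incubated under 5% CO2 at 37 C.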
HCV inhibitor: qHTS Assay for Inhibitors of Hepatitis C Virus (HCV). Huh7.5.1 HCVcc-Cre infection, luciferase reporter, 44 h. Potency, µM (top dose mostly 41.8 µM), for inactives: at the top dose activity change, negative = inhibition, most hits filed as inhibitors. 3.4% of 340,000 active. AID 651820, 2012; also: potency is read from the fitted curve at half-maximal effect; % is scaled to controls: 0 for no effect and ±100 for the full control effect
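Luciferase read-out (15 sec integration) after a 15 min room-temperature substrate step quantifies HCVcc-Cre infection. Cells, 1,000 per well, had compound added 4 h post-plating, then virus at ~0.5 moi, and were cultured 44 h.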
Pf growth 96h: Primary qHTS for delayed death inhibitors of the malarial parasite plastid, 96 hour incubation; 6.9% of 320,000 active; Potency, µM (doses to about 28.7 µM), for inactives: at the top dose activity change, negative = inhibition, most hits filed as inhibitors; AID 504834, 2011; P. falciparum luciferase reporter growth, 96 h; also: potency is read from the fitted curve at half-maximal effect; % is scaled to controls: 0 for no effect and ±100 for the full control effect
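P. falciparum expressing integrated firefly luciferase grown in erythrocytes (2% hematocrit, 0.05% parasitemia final) with compounds for 96 hours at 37 C, 5% CO2. Growth inhibition read as loss of luminescence after adding luciferase detection reagent.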
Cycloheximide cs: Cycloheximide Counterscreen for Small Molecule Inhibitors of Shiga Toxin. cell reporter, cycloheximide protein synthesis inhibition counterscreen. 12% of 300,000 active. max response, %; in the data active = max response mostly above about 13%, no sharp cut-off; inactive = mostly below about 14%; also: read at 38.3 µM for the half of the compounds with a filed dose; 0% is about no effect
Shiga toxin inh: A qHTS for Small Molecule Inhibitors of Shiga Toxin. Vero cells, Shiga toxin protein synthesis inhibition reporter. inhibition, % at 38.7 µM. 9.2% of 290,000 active. AID 2315, 2010; in the data active = inhibition mostly above about 28%, no sharp cut-off; inactive = mostly below about 43%; also: 0% is about no effect
Tb PYK inh: qHTS of Trypanosoma Brucei Inhibitors | pyruvate kinase (Trypanosoma brucei), Q57TT1 | TbPYK enzyme, Kinase-Glo Plus ATP luminescence, 45 min | Potency, µM (doses to about 76.8 µM), inactives show at the highest dose activity, negative = inhibition, actives largely listed as inhibitors | 0.12% of 410,000 active; also: potency is read from the fitted curve at half-maximal effect; % is scaled to controls: 0 for no effect and ±100 for the full control effect; nearly all actives have a fitted effect of over 50% in size
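Glycolytic pyruvate kinase of T. brucei was incubated with substrate, test compound and 130 uM ADP for 45 minutes at room temperature. Luminescent Kinase-Glo Plus signal was measured after 10 minutes.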
Active calls of the source: *; ? = inconclusive; nt = not tested or not shown; & = joins results of further samples; [ ] = remark or other dose. Unless noted, calls follow the shape of the dose curve; as a rule, active = well fitted curve in the direction sought with a large enough effect; inconclusive = small, poorly fitted or top-dose-only effect, or another doubt; inactive = no such curve, though single readings can be large; an effect the other way counts as inactive or inconclusive.

SMILES	LmPK inh	Pf growth 48h	HCV inhibitor	Pf growth 96h	Cycloheximide cs	Shiga toxin inh	Tb PYK inh
Nc1c(C(=O)N2CCOCC2)sc(=S)n1-c1ccccc1	3%	6%	0%	nt	-3	2	-21%
Cc1ccc(OCC(O)CN2CCN(Cc3ccc4c(c3)OCO4)CC2)c(C)c1 (stereo unspecified)	-5%	-8%	?	-1%[5.75 µM]	-3	-16	-2%&-8%
O=C(NCCCn1ncc2ccccc21)c1cc(COc2c(F)cccc2F)on1	2%	-10%	-25%	?	7	13	3%
CSCCC(NC(=O)c1cc(CC(C)C)oc1C)C(=O)O (stereo unspecified)	12%	3%	26%	1%	-4	-10	-11%
Cc1ccc(C)c(N(CC(=O)NCC2CCCO2)C(=O)CCC(=O)Nc2nccs2)c1 (stereo unspecified)	-3%	0%	8%	?	-4	6	-1%
O=C(CSc1n[nH]c(=O)[nH]c1=O)N/N=C/C=C\c1ccccc1	-3%[11.5 µM]	-3%	5%	30%	-3	-2	-15%
CCCCN1C(=O)C2(NNc3ccccc3O2)c2ccccc21 (stereo unspecified)	-5%	10µM*	?	nt	47*	62*	4%
C=CCn1c(SCC(=O)N2CCN(c3ccccc3)CC2)nnc1-c1ccco1	5%	nt	?	-15%	-2	-6	-8%
COc1ccc(OC)c(CN2CCN(C(=O)c3cccs3)CC2)c1	-4%	0%	8%	-21%	-1	3	-16%
Cc1cccc(C)c1OCc1cc(C(=O)N2CCC(c3ccccc3)CC2)no1	-2%	-12%	0%	?	41*	100*	-10%
CSCCC(NC(=O)c1ccccc1Cl)C(=O)N(C)CC(=O)Nc1ccc(N2CCOCC2)cc1 (stereo unspecified)	nt	?	-4%	19%	nt	nt	3%
Oc1ccc(-c2nc3cnccn3c2Nc2ccc3c(c2)OCCO3)cc1	6%	nt	-22%	4%	9	10	-3%
O=C(NCc1ccc(Cl)cc1)C(=O)NCC1OCCCN1S(=O)(=O)c1cccs1 (stereo unspecified)	-10%	-18%	nt	-19%	0	-19	2%
CCn1cc(C(=O)O)c(=O)c2cnc(N3CCN(C(=S)NC(=O)c4ccc(OC)cc4)CC3)nc21	1%	-7%	3%	6%	4	-14	-9%
Cn1c(=O)c(=O)n(C)c2cc(S(=O)(=O)NCCc3ccccc3)ccc21	3%	-11%	12%	?	-2	1	-1%
CCOc1ccc2nc(Nc3nc(CSc4nnnn4-c4ccccc4)cc(=O)[nH]3)nc(C)c2c1	0%	?	?	nt	-3	-13	9%
COc1ccc(-c2c3c(=O)n(C)c(=O)n(C)c3cn2C2CCCCC2)cc1	12%	?	25µM*	22%	7	-10	2%
Cc1cc(C(=O)OCC(=O)NCc2ccccc2Cl)c(C)o1	3%	21%	-1%	-5%	-2	5	-10%
Cc1cc(C(=O)N2CCCC(CO)(Cc3ccc(F)cc3)C2)c(C)o1 (stereo unspecified)	0%	-19%	14%	?	10	2	-14%
Cc1nc2c3cc(F)ccc3n(Cc3ccc(F)cc3)c2s1	4%	-9%	-9%	?	-1	-7	-5%
COc1ccccc1Oc1nc2ccccn2c(=O)c1/C=C(\C#N)C(=O)Nc1c(C)n(C)n(-c2ccccc2)c1=O	3%	-18%	16%	?	-2	-6	0%
CC(C)CN(C(=O)CCc1ccccc1Cl)c1c(N)n(Cc2ccccc2)c(=O)[nH]c1=O	nt	?	3%	?	nt	nt	-6%
COc1cccc(NC(=O)CN(C)C(=O)c2ccc3[nH]c4c(c3c2)CC(C)CC4)c1 (stereo unspecified)	nt	?	?	7%	nt	nt	-2%
CCOC(=O)c1cc(C(=O)OCC)c2cccc(C)n2c1=O	-1%	9%	-19%	-1%[5.75 µM]	-3	-17	-2%
CN1CCN(CC(=O)N2c3ccccc3Sc3ccccc32)CC1	-1%	-17%	0%	?	-4	-5	-2%
Cc1cc(C(=O)NCCC2=CCCCC2)c(C)o1	-2%	202%[activator]	9%	?	39*	117*	-8%
Cc1cc2ccccc2n1CCNC(=O)C(C)C	-4%	-1%	0%	-1%	-3	10	3%
CCOC(=O)/C(=C/c1ccc(N2CCC(c3ccccc3)=N2)cc1)C(C)=O	3%	202%[activator]	?	221%[activator]	8	40	-8%
Cn1c(NCc2ccco2)nc2c1c(=O)n(Cc1ccc(Cl)cc1Cl)c(=O)n2C	2%	-24%	-27%	nt	-2	-4	-8%
CN(C)S(=O)(=O)c1ccc(C(=O)NCCC(=O)N2CCCC2)cc1	2%	46%[activator]	-1%	54%[activator]	1	-1	-8%
CCC1=NC(c2ccc(Br)cc2)N(O)C1(C)C (stereo unspecified)	2%	1%	15%	6%	12	-5	1%
O=C(Nc1ccc(S(=O)(=O)Nc2ccccc2)cc1)C1COc2ccccc2O1 (stereo unspecified)	5%	?	?	0.47µM*	2	12	-8%
CCCCCCCC(=O)NNC(=O)c1c(O)c2ccccc2[nH]c1=O	5%	-2%	3%	52%[activator]	-1	-4	-3%
CCN1C(=O)C(F)(CC)C(=O)c2ccccc21 (stereo unspecified)	-2%	-1%	11%	24%	-1	-4	0%
Cc1nc2c3ccccc3nc(NNC(=O)CCC(=O)N3CCN(c4ccc(F)cc4)CC3)n2n1	5%	-7%	7%	?	-5	1	2%&-1%
Cc1c(Cl)cccc1NC(=O)Nc1ccccc1C(N)=O	-4%	9%	-2%	?	-2	-14	4%
CCCCc1c(C)nc2nc(SCc3ccc(Cl)cc3)[nH]n2c1=O	14%	-10%	3%	?	-4	7	2%
CCc1cccc2c(C(=O)CSc3nnc(C4CC4)o3)c[nH]c12	nt	-24%	5.6µM*	-26%	nt	nt	-4%
CCOC(=O)c1ccc2c(c1)N(C)C(=O)c1ccccc1S2	2%	-7%[0.00184 µM]	6%	39%[activator]	-5	-8	-7%
Cc1cccc(-n2c(SCC(N)=O)nc3c(c2=O)C2(CCCCC2)Cc2ccccc2-3)c1	2%	-3%	?	-20%	-3	-9	3%
O=C(NCc1cccnc1)C1CC(=O)N(c2ccc(Cl)cc2)C1 (stereo unspecified)	4%	19%	6%	?	5	12	-5%
CCN(CC(=O)N1CCCC1)S(=O)(=O)c1ccc2ccccc2c1	-6%	-10%	1%	-16%	-2	-1	-4%
Cc1[nH]nc2c1C(CCc1ccccc1)C(C#N)=C(N)O2 (stereo unspecified)	7%	-2%	37%[activator]	-13%	-3	-3	-10%
CC(=O)Cc1nsc(NC(=O)c2ccc(COc3ccccc3)o2)n1	2%	-3%	-6%	?	4	-15	0%
Cc1ccc(CN(C)C(=O)c2c(C)nn(-c3ccccc3)c2C)cc1	-1%	-14%	-1%	-22%	-9	2	2%
Nc1nnc(SCCCC(=O)c2ccc(Br)cc2)s1	-1%	11%	-27%	-7%	58*	67*	5%
Cc1cc(NC(=O)CSc2ccc3ccccc3c2)no1	10%	15%	?	nt	15	9	-9%
COc1cc(C(=S)N2CCOCC2)cc(OC)c1OC(=O)c1ccc([N+](=O)[O-])cc1[N+](=O)[O-]	-5%	34%[activator]	-21%	?	4	nt	-8%
Cn1c(N)c(C(=O)CSc2nnc(Cc3cccs3)n2C2CC2)c(=O)n(C)c1=O	nt	5.2µM*	7%	3.3µM*	nt	nt	1%
CCOCCn1c(CN(C)Cc2ccccc2)nc2c1c(=O)n(C)c(=O)n2C	-1%	-6%	-24%	18%	1	7	-1%
O=C(Nc1ccc(S(=O)(=O)Nc2ncccn2)cc1)c1ccc(F)c(S(=O)(=O)N2CCOCC2)c1	-6%	-7%	6%	-16%	-2	-7	-12%
OC(COc1cccc(OCC(O)CN2CCOCC2)c1)CN1CCOCC1 (stereo unspecified)	8%&0%	-1%	11%&15%	-5%	-4&-3	6&18	3%&-1%
COc1cc(CN2CCC(CO)(CCOc3ccccc3)CC2)cc(OC)c1OC	2%	5.9µM*	-6%	9%	-1	14	5%
CC1CCCC(C)N1C(=O)COC(=O)C1CCN(S(=O)(=O)c2ccc3c(c2)OCCO3)CC1 (stereo unspecified)	nt	?	?	6%	nt	nt	3%
C1CC1Cc1noc(CN2CCN(CC3CC3)CC2)n1	0%	17%	-9%	-24%	1	1	-1%
COc1ccnc(Oc2ccccc2)n1	-8%	15%	37%[activator]	7%	-1	11	-4%
CCCCNc1ccncc1S(=O)(=O)NC(=O)NC(C)C	-4%	13%	17%	39%[activator]	1	-2	-5%
Cc1ccc(OCC(=O)Nc2cc(-c3nn4c(C)nnc4s3)ccc2C)cc1	6%	?	-5%	7.4µM*	-1	-17	-3%
O=C(Cc1cccc2ccccc12)N/N=C/c1ccncc1	-1%	0%	-6%	10µM*	-3	24	-12%
CN1CCCc2cc3c(C(F)(F)F)cc(=O)oc3nc21	-2%	18%	9%	7%	-3	2	-1%

Whole records from above. Order of values: LmPK inh | Pf growth 48h | HCV inhibitor | Pf growth 96h | Cycloheximide cs | Shiga toxin inh | Tb PYK inh
Profile of CCOC(=O)/C(=C/c1ccc(N2CCC(c3ccccc3)=N2)cc1)C(C)=O → 3% | 202%[activator] | ? | 221%[activator] | 8 | 40 | -8%
Profile of Cn1c(N)c(C(=O)CSc2nnc(Cc3cccs3)n2C2CC2)c(=O)n(C)c1=O → nt | 5.2µM* | 7% | 3.3µM* | nt | nt | 1%

3 records picked at random from those above:
SMILES	LmPK inh	Pf growth 48h	HCV inhibitor	Pf growth 96h	Cycloheximide cs	Shiga toxin inh	Tb PYK inh
CC1CCCC(C)N1C(=O)COC(=O)C1CCN(S(=O)(=O)c2ccc3c(c2)OCCO3)CC1 (stereo unspecified)	nt	?	?	6%	nt	nt	3%
O=C(Cc1cccc2ccccc12)N/N=C/c1ccncc1	-1%	0%	-6%	10µM*	-3	24	-12%
Cc1cc(NC(=O)CSc2ccc3ccccc3c2)no1	10%	15%	?	nt	15	9	-9%

Going on with the list:
SMILES	LmPK inh	Pf growth 48h	HCV inhibitor	Pf growth 96h	Cycloheximide cs	Shiga toxin inh	Tb PYK inh
COc1ccccc1C1OC(c2cccc([N+](=O)[O-])c2)=NN1C(C)=O (stereo unspecified)	2%	27%	4%	5%	-2	15	-5%
O=C(COc1ccc(Br)cc1)N1CCN(Cc2ccc3c(c2)OCO3)CC1	-1%	1%	?	3%	-1	1	22%
CN(C)c1ccc(N=C/C=C2/N(C)c3ccccc3C2(C)C)cc1	-6%	-61%	-1%	?	62*	78*	-9%
CC(NC(=O)NC1CCCCC1)C(c1cccs1)N1CCN(Cc2ccccc2)CC1 (stereo unspecified)	1%	-26%	0%	-15%	-2	1	-12%
COc1ccc(CCNC(=S)N2CCN(S(=O)(=O)c3ccc(Cl)cc3)CC2)cc1	-3%	-1%	nt	?	-4	-15	-2%
CCN(c1ccc(NC(=O)c2cccc(S(=O)(=O)N3CCN(C)CC3)c2)cc1)C(C)C	-8%	12%	?	-17%	1	-10	16%
Cc1ccc(NC(=S)N(CCN(C)C)Cc2cccs2)cc1	3%	-11%	?	?	13	-16	-7%
CC(=O)NS(=O)(=O)c1ccc(NC(=O)c2cccc(OCc3c(C)noc3C)c2)cc1	nt	-17%	5%	-8%	nt	nt	5%
COc1ccc(S(=O)(=O)N(C)CC(=O)NC2CCCC2)cc1Cl	0%	0%	2%	0%	-4	-7	-10%
C#CC(C)(C)NC(=O)c1ccccc1OC	-10%	5%	5%	50%[activator]	-4	-6	3%

Compound activity: PubChem, National Center for Advancing Translational Sciences (NCATS)
